Screening results as filed in PubChem BioAssay.
RTF Ca sens inh – cardiac RTF calcium sensitivity inhibitors, primary screen, biochemical, IANBD-TnC fluorescence, EC70 calcium; AID 493244, 2011; IANBD-labeled cardiac RTF, Ca2+ fluorescence; inhibition, % at 7.15 µM; 340,000 tested, 0.12% active; Troponin I, cardiac muscle (Homo sapiens) + Troponin T, cardiac muscle (Homo sapiens) + …;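 active means inhibition above the mean inhibition of all tested compounds plus 3 SD, cut at about 17% in these data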;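 further: assay run at fixed EC70 calcium of 1.6 mM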
Rtt109 HAT inh – inhibitors of C. albicans Rtt109/Vps75 HAT, primary screen, biochemical, ThioGlo CoA-SH fluorescence, plate reader; inhibition, % at 34.9 µM; Histone acetyltransferase RTT109 (Candida albicans (strain SC5314 / ATCC MYA-2876)), …; 330,000 tested, 0.16% active; purified Rtt109/Vps75, 4 h;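 active means inhibition of at least 50% in every replicate; inconclusive means best replicate reaches 50% inhibition but some replicates fall short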
PvdQ inh – P. aeruginosa PvdQ acylase inhibitors, primary screen, biochemical, fluorescence, plate reader and imaging, single point. purified PvdQ acylase. inhibition, % at 10 µM. 340,000 tested, 0.063% active. AID 488965, 2010; in the data active means inhibition above about 30%, passing the limit was not always enough; inconclusive means no clear call, values can overlap the other calls;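 further: 0% = vehicle neutral wells and 100% = reference inhibitor wells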
Keap1-Nrf2 PPI – Keap1-Nrf2 protein-protein interaction inhibitors, primary screen, biochemical, fluorescence polarization, single point. Kelch-like ECH-associated protein 1 (Homo sapiens), Q14145. 340,000 tested, 0.15% active. Keap1 Kelch-Nrf2 peptide fluorescence polarization, 1536-well. inhibition, % at 9.4 µM; in the data active means inhibition above about 12%; inconclusive means no clear call, values can overlap the other calls; inactive means below about 7.3%;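 further: human Keap1 Kelch domain with fluorescein labeled Nrf2 9mer peptide probe; 0% = neutral control wells and 100% = peptide positive control; higher means more block of Keap1 binding to Nrf2 peptide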
C-LANA FP – inhibitors of KSHV C-LANA binding to DNA, primary screen, biochemical, fluorescence polarization, FAM-LBS DNA, MBP-C-LANA, single point; Kaposi's sarcoma herpesvirus LANA C-terminal domain (residues 932-1162) DNA binding; inhibition, % at 9 µM; 340,000 tested, 0.078% active;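 active means highest replicate inhibition at or above 60% at 9 µM, even if other replicates fall short; inactive means all replicates below 60% inhibition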;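 further: 0% = neutral control wells and 100% = 4 µM acridine orange control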
PfHsp90 yeast 2 – growth inhibition of PfHsp90-expressing yeast, primary screen, antimalarial PfHsp90 inhibitor project, S. cerevisiae, BacTiter-Glo luminescence, single point, set 2 | inhibition, % at 9.4 µM | 310,000 tested, 0.32% active | AID 504621, 2011 | BacTiter-Glo ATP, 48 h; yeast lacking PDR1 and PDR3 efflux regulators;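 active means every replicate shows inhibition above about 80%, whatever the replicate mean, limit read from the data; inconclusive means mean inhibition reaches the set limit but some replicate falls short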;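 further: 0% = DMSO neutral controls and 100% = 20 µM radicicol positive controls; yeast relying on Plasmodium falciparum Hsp90 in place of its own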
NSD2 inh – NSD2 histone methyltransferase inhibitors, primary screen, biochemical, AlphaScreen, single concentration, set 2. NSD2 peptide methylation, 120 min. inhibition, % at 12.5 µM. 310,000 tested, 0.54% active; in the data active means inhibition above about 50%
Target sequence (O96028 whole entry, looked up): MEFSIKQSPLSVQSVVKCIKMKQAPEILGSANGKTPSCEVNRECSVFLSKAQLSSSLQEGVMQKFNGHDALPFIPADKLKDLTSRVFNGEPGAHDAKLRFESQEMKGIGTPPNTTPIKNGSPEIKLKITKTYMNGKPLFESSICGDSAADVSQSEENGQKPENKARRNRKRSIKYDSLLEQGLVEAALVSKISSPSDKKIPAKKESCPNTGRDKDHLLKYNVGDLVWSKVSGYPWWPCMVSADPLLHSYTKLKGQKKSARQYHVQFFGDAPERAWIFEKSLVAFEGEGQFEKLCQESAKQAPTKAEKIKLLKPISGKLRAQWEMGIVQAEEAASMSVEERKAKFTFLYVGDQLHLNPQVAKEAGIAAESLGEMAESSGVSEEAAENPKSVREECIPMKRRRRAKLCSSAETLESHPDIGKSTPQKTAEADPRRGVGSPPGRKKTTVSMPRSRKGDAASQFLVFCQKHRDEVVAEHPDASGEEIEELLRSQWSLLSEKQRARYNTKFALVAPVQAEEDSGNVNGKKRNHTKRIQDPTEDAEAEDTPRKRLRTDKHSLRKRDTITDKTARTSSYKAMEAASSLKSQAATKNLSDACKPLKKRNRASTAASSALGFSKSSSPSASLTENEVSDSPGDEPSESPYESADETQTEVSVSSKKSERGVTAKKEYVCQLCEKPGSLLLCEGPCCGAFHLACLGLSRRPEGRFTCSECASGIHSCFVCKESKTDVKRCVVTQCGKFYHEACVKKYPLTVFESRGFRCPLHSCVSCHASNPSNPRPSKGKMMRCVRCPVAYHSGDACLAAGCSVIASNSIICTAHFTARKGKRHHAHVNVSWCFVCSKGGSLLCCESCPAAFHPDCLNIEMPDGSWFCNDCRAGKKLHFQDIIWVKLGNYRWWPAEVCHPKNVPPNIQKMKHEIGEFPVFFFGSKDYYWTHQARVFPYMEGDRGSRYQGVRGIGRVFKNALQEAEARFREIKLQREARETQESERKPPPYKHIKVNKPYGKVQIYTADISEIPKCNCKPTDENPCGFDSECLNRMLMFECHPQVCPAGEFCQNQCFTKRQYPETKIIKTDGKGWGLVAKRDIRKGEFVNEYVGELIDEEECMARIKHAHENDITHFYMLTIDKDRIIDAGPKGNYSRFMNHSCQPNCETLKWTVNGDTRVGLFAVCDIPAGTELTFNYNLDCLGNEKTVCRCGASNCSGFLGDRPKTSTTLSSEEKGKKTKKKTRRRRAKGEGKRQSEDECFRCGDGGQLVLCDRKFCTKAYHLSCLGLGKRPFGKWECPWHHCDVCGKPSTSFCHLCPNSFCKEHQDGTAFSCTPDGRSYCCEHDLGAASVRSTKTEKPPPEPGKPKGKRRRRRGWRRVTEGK
dFosB act – activators of delta FosB homodimer, primary screen, biochemical, fluorescence polarization, TAMRA-CDK5 oligo, single point | Protein FosB (Mus musculus), P13346 | purified delta FosB; percent of positive-control signal above neutral wells | activation, % at 25 µM | 340,000 tested, 0.99% active;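 active means mean activation above about 17%, with every replicate also reaching it, limit read from the data, passing the limit was not always enough; inconclusive means only one of the two conditions met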;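 further: fluorescence polarization rise as delta FosB binds a TAMRA Cdk5 AP-1 oligo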
RTF Ca sens act – cardiac RTF calcium sensitivity activators, primary screen, biochemical, IANBD-TnC fluorescence, EC20 calcium; Troponin I, cardiac muscle (Homo sapiens) + Troponin T, cardiac muscle (Homo sapiens) + …; IANBD-labeled TnC RTF fluorescence at EC20 calcium; 0% EC20 calcium, 100% full calcium; activation, % at 7.2 µM; 340,000 tested, 0.24% active; AID 493008, 2010;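 active means activation above the mean over all tested compounds plus 3 SD, cut at about 30% in these data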;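 further: rise in fluorescence read as greater calcium sensitivity of cardiac thin filaments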
Mot1-301 SUMO – yeast Mot1-301 growth rescue at high temperature, primary screen, SUMOylation pathway inhibitor project, S. cerevisiae, ATP luminescence, 38.5C | S. cerevisiae Mot1-301 growth rescue; percent above DMSO median, 100 means doubled | growth rescue, % at 18.8 µM | 320,000 tested, 1% active | AID 2716, 2010;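 active means every valid replicate shows activation above 250% relative to neutral control wells; inactive means the rest, any valid replicate at or below 250%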;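 further: OY570 slx delta 5 strain wells were the positive control but not used for scaling; some compounds called inactive have numbers as strong as hits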
CDK5 p35 inh – inhibitors of human CDK5/p35 kinase, primary screen, biochemical, single concentration; 330,000 tested, 0.01% active; inhibition, % at 10 µM; Recombinant CDK5/p35, ADP-Glo luminescence, 60 min;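 active means highest replicate inhibition of at least 50% and at least 75% of replicates reaching 50%; inconclusive means only one of the two criteria met; inactive means both criteria failed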;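 further: plate controls were DMSO neutral control for no effect and GW8510 at 10 µM for full effect; many of its hits are not listed in these tables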
An asterisk follows results filed as active; ? = inconclusive; . = no result given.

SMILES | RTF Ca sens inh | Rtt109 HAT inh | PvdQ inh | Keap1-Nrf2 PPI | C-LANA FP | PfHsp90 yeast 2 | NSD2 inh | dFosB act | RTF Ca sens act | Mot1-301 SUMO | CDK5 p35 inh
Cc1ccc(N2C(=O)CSC2c2cccnc2)c(Cl)c1 (configuration not stated) | -6 | -7 | -17 | 2 | 1.2 | -31 | -4 | -10 | -2 | 76 | 0.1
CCC(CC)C(=O)N=C1SC2CS(=O)(=O)CC2N1CCc1ccc(OC)cc1 (configuration not stated) | 5 | 4 | -5 | -2 | -0.9 | -10 | -6 | -3 | -2 | -2 | 1.2
COc1ccc(CCN2C(=O)c3[nH]nc(-c4ccccc4O)c3C2c2cccc(Cl)c2)cc1 (configuration not stated) | -8 | -9 | 2 | -2 | -0.5 | -15 | 4 | -2 | -3 | 265 | 0.1
O=S(=O)(c1ccc(F)cc1)N1CCN(c2ncnc3c2cnn3-c2ccccc2)CC1 | -9 | 1 | 1 | 0 | -0.6 | -5 | -3 | 6 | -3 | 0 | -0.8
c1ccc(-c2cc(-c3nnco3)c3ccccc3n2)nc1 | 0 | -6 | -5 | . | . | . | -2 | -4 | -1 | -6 | -0.2
COc1ccc(CCNC(=O)c2nnn(CC(=O)Nc3c(C)cc(C)cc3C)c2N)cc1OC | -6 | -26 | -8 | -2 | -0.9 | -20 | -3 | 80* | -3 | -11 | 0.5
Cc1noc(C)c1COc1ccc(C(=O)OCC(=O)NC23CC4CC(CC(C4)C2)C3)cc1 | -4 | 7 | 4 | 3 | 1.2 | -1 | 2 | 0 | -2 | 11 | -2.6
Cc1ccc(N(C(=O)CNC(=O)c2ccco2)C(C(=O)NCC2CCCO2)c2ccccc2)c(C)c1 (configuration not stated) | -13 | -10 | -11 | -4 | -0.7 | 11 | . | -9 | -1 | 19 | 1.2
CC(=O)N(CCC(Cc1ccccc1)c1ccc2c(c1)OCO2)Cc1ccccc1F (configuration not stated) | -3 | 3 | -7 | -1 | 1.9 | -11 | -5 | -5 | -5 | 565 | -0.4
CC(=O)Nc1ccc(C(=O)CN2C(=O)CSC2=O)cc1 | -1 | -1 | 2 | 1 | 0.1 | -19 | -2 | 1 | -1 | 3 | -0.5
CCOC(=O)C1(C(F)(F)F)N=C(c2cccnc2)OC(N2CCOCC2)=N1 (configuration not stated) | -6 | -11 | -12 | 2 | -1.5 | -31 | 0 | -7 | -3 | -12 | -1.7
COC(=O)C1=CO[C@@H](O[C@@H]2O[C@H](CO)[C@@H](O)[C@H](O)[C@H]2O)C2C1C=C[C@@]2(O)CO (some centres not stated) | -15 | -2 | 5 | 8 | -3.0 | 18 | . | 1 | -1 | 2 | 0.9
Cn1nc(C(C)(C)C)cc1NC(=O)Nc1ccc(Cl)cc1 | . | 4 | -5 | 5 | 1.4 | -16 | -3 | -2 | . | 61 | -0.2
O=[N+]([O-])c1ccc2[nH]cc(S(=O)(=O)N3CCN(c4cccc(Cl)c4)CC3)c2c1 | 1 | 9 | -1 | -3 | -2.8 | 2 | 7 | 26* | -6 | 13 | 0.3
COc1ccc(NC(=S)Nc2cc(C)[nH]n2)cc1Cl | -18 | 2 | -2 | -6 | 1.7 | 13 | 1 | -4 | 0 | 3 | -1.7
COc1cccc(/C=N/n2c(C3CCCCC3)n[nH]c2=S)c1O | -1 | -5 | -12 | 1 | -0.2 | 16 | 21 | -8 | -3 | -5 | 1.7
CCOc1ccc(C2=C(C=C(C#N)C#N)C(c3ccccc3)c3ccccc3O2)cc1 (configuration not stated) | -10 | 8 | -4 | 2 | -0.4 | -30 | -3 | -4 | -5 | 14 | -0.6
O=C1c2ccccc2[C@@H]2C[C@@H](O)[C@H](Nc3ccccc3Cl)CCN12 | -4 | 15 | -9 | 4 | -1.0 | 7 | . | 7 | -5 | . | -1.9
COCCCN(C(=O)Nc1cccc(Cl)c1)C(C)c1ccccn1 (configuration not stated) | 3 | -5 | -11 | -7 | 2.3 | -1 | -2 | 0 | 0 | -4 | -0.2
Cc1ccc(CSC2=NCCN2S(=O)(=O)c2ccc(F)cc2)cc1 | -8 | 15 | 6 | -4 | -0.2 | 13 | -5 | -7 | 2 | 9 | -0.7
CC(C)(C)c1nc2scc(-c3ccc(Br)cc3)c2c(=O)o1 | -9 | 6 | -4 | -3 | -1.0 | -5 | -3 | 1 | 9 | -11 | 1.4
Cc1ccc(C(=O)N2CCCCC2)cc1S(=O)(=O)N1CCCCCC1 | -3 | -4 | 2 | -2 | -1.0 | 6 | 8 | -7 | -4 | -12 | -0.8
CC(Sc1nnc(-c2ccco2)n1C)C(=O)Nc1nccs1 (configuration not stated) | 6 | 4 | -10 | -2 | 0.2 | 9 | -2 | -3 | -8 | -2 | 2.2
O=C(c1ccc(CN2CCOCC2)cc1)N1CCN(c2cccc(Cl)c2)CC1 | 1 | -3 | -2 | 2 | 0.5 | 13 | 2 | -8 | -2 | 10 | 1.0

Part of the list above, with values under each structure.
Order of values: RTF Ca sens inh	Rtt109 HAT inh	PvdQ inh	Keap1-Nrf2 PPI	C-LANA FP	PfHsp90 yeast 2	NSD2 inh	dFosB act	RTF Ca sens act	Mot1-301 SUMO	CDK5 p35 inh
- Cn1nc(C(C)(C)C)cc1NC(=O)Nc1ccc(Cl)cc1
 : .	4	-5	5	1.4	-16	-3	-2	.	61	-0.2
- O=[N+]([O-])c1ccc2[nH]cc(S(=O)(=O)N3CCN(c4cccc(Cl)c4)CC3)c2c1
 : 1	9	-1	-3	-2.8	2	7	26*	-6	13	0.3

Next section:
SMILES | RTF Ca sens inh | Rtt109 HAT inh | PvdQ inh | Keap1-Nrf2 PPI | C-LANA FP | PfHsp90 yeast 2 | NSD2 inh | dFosB act | RTF Ca sens act | Mot1-301 SUMO | CDK5 p35 inh
COc1ccc(C)cc1NC(=O)CSc1nnc(COc2ccc(C)cc2)n1Cc1ccco1 | -1 | -1 | -9 | 0 | -0.1 | -39 | 0 | -9 | -5 | 3 | 0.3
Cc1cccc2cc(CN(Cc3cccs3)C(=S)NCc3ccco3)c(=O)[nH]c12 | -2 | -3 | 5 | -5 | -0.9 | -15 | 2 | -4 | 9 | -19 | -2.2
CCCCNC(=O)O[C@@H]1C[C@@H]2CCN3C(=O)CCC[C@H]([C@H]1CC)[C@H]23 | -6 | 1 | -19 | 3 | 0.6 | -16 | . | 5 | -1 | -14 | 0.6
O=C(/C=C/c1ccc(Cl)cc1Cl)NCc1ccco1 | 9 | 1 | -11 | -3 | -0.2 | 0 | 57* | 3 | -4 | -4 | 1.0
O=C(COC(=O)c1cc([N+](=O)[O-])ccc1NCc1ccccc1)NC1CCCCC1 | -2 | 13 | 8 | -6 | -1.4 | -11 | . | ? | 1 | -7 | -0.1
CCCCC1=CC2=C(c3ccco3)C(=O)C(C)(OC(=O)c3ccc(OC)cc3)C(=O)C2=CN1Cc1ccccc1 (configuration not stated) | -30 | 0 | -6 | 3 | 2.4 | -16 | . | -17 | 4 | -35 | -1.2
N#C/C(=C\c1ccc(C(=O)O)cc1)S(=O)(=O)c1cc(Br)ccc1Br | -12 | -2 | -6 | 0 | -0.6 | . | 7 | -8 | 1 | -10 | -0.3
CC1CCOC(c2coc3ccccc3c2=O)O1 (configuration not stated) | -7 | 0 | -2 | 0 | 0.0 | 18 | -2 | -2 | 1 | -7 | -1.0
CCNC(=S)NS(=O)(=O)c1ccc(C)cc1 | 7 | 1 | -2 | 1 | 1.0 | 1 | 0 | 0 | -5 | -7 | -2.3
CCCn1nc(NS(=O)(=O)c2ccc(F)cc2)c2cc3ccccc3nc21 | 2 | -1 | -3 | -3 | -0.4 | 6 | 11 | -11 | -6 | 1 | -8.2
O=S(=O)(NC1CC1)c1ccccc1 | -6 | -7 | -11 | 0 | -0.9 | -11 | -4 | 0 | 3 | -5 | -0.4
CCC(C(=O)O)N1C(=O)/C(=C/c2cccn2C)SC1=S (configuration not stated) | -38 | -1 | 6 | -94 | -28 | -19 | 7 | -1 | 23 | -14 | 0.3
O=C(COc1ccc(Br)cc1)Nc1ccc2oc(=O)ccc2c1 | 2 | 6 | -9 | 0 | 1.2 | -12 | -2 | 6 | 2 | 25 | 0.1
Cc1cccc(C)c1NC(=S)NC(=O)CCc1ccccc1 | -4 | 7 | -12 | -3 | 1.4 | 15 | 0 | -6 | 6 | 19 | 1.6
CCc1ccccc1NC(=O)CN1CCN(C(=O)CN2C(=O)NC3(CCCCC3C)C2=O)CC1 (configuration not stated) | 4 | -5 | -3 | 2 | 2.1 | -17 | -1 | -6 | 4 | . | 0.6
NC(=O)C1CC(=O)N(CCc2ccc(F)cc2)C1 (configuration not stated) | 0 | 1 | -8 | -3 | -0.3 | 5 | -1 | 5 | 0 | -19 | 1.5
CC(C)(C)n1ncc2c(=O)n(CC(=O)c3ccccc3)cnc21 | -2 | 2 | -10 | -2 | -0.5 | 27 | -3 | 1 | 1 | 8 | -0.5
O=C(/C=C/c1ccccc1[N+](=O)[O-])Nc1cccnc1 | -5 | 0 | -17 | -6 | 0.6 | -1 | 9 | 7 | 19 | 12 | -6.1
CCc1ncc(/C=C2\C(=O)Nc3ccccc32)[nH]1 | -2 | 2 | 17 | -2 | 1.5 | -8 | -1 | -3 | -5 | 0 | 11
CC(C)c1ccc(Cc2nnc(NCCCO)[nH]c2=O)cc1 | -7 | 5 | -11 | 0 | 0.0 | 19 | -2 | -4 | 0 | 60 | 0.4
O=C1Nc2ccccc2OC1CC(=O)N1CCN(c2cccc(C(F)(F)F)c2)CC1 (configuration not stated) | -6 | 2 | -4 | -4 | 1.8 | -1 | 3 | -27 | 2 | -4 | -1.6
O=C(OCn1nnc2ccccc2c1=O)c1ccc(O)cc1 | -1 | 11 | 7 | 5 | 0.3 | 4 | . | -9 | -2 | -1 | -0.2
COc1cccc2c1OC1(C)CC2/C(=C(\C)O)C(=O)N1 (configuration not stated) | 3 | -2 | -17 | -6 | 0.6 | . | 0 | 1 | -3 | -7 | -5.5
O=C(C1CC1)N1CCN=C1SCc1ccccc1 | -6 | -5 | 8 | -2 | 1.2 | -4 | . | 5 | 0 | 79 | -0.7
